Source: PubChem
All columns: NCI-60 one-dose screen, growth in % after 48 h at 10 µM unless noted; 100 = growth as untreated, 0 = no growth, -100 = all killed.
HL-60(TB): HL-60(TB) leukemia cells; actives 9% (n = 78,000); AID 1794776; active means growth percent below 10
Starred values were filed as active, the others as inactive; & = joins results of further samples; [ ] = dose if it differs, or a comment. An excerpt; rates above refer to the full screens.

SMILES	HL-60(TB)
CC(=O)C1=C(C)NC(NN)=NC1c1cccc([N+](=O)[O-])c1 (stereo unspecified)	91.6
N=C1C(=O)NC(=O)c2cc(-c3ccccc3)sc21	107.0
N#C/C(=C\c1ccc(Cl)cc1Cl)C(=O)Nc1cc(-c2ccccc2)nn1-c1ccccc1	86.7
CC(=O)Nc1ccc(NC(=S)Nc2ccc(NC(C)=O)cc2)cc1	127.6
[C-]#[N+]c1c(-c2ccc(OC)c(OC)c2)cc(-c2ccc(N)cc2)nc1N	88.4
C=CCOC(=O)c1ccccc1O	50.7
CN(C)c1ccc(C(O)c2cc3ccccc3s2)cc1 (stereo unspecified)	55.4
CC1CCC(C(=O)O)N1 (stereo unspecified)	79.7
Nc1ccccc1-c1nn2c(CCC(=O)c3nc4ccc([N+](=O)[O-])cc4[nH]3)nnc2s1	102.8
NC(/N=C/c1cc(Cl)cc(Cl)c1O)=N\S(=O)(=O)c1ccc(N=Cc2cc(Cl)cc(Cl)c2O)cc1	66.1
O=NN(CCF)C(=O)NCCCl	104.8
Cc1nc2nc(C)c(C)nc2nc1C	75.2
Cc1ccc(NC(=O)c2ccccc2Cl)cc1	86.1
CC(C)CC(=O)CC(=O)c1ccco1	104.7
CN1C=Cc2ccccc2C1C[N+](=O)[O-] (stereo unspecified)	97.9
CC1=NN(c2ccc([N+](=O)[O-])cc2)C(=O)C1[N+](=O)[O-] (stereo unspecified)	80.6
CCN1C(=O)N(c2ccccc2)C2NN=c3s/c(=C4\C(=O)N(C(C)C)c5ccccc54)c(=O)n3C21 (stereo unspecified)	-16.1*
C=C1C(=O)O[C@H]2[C@H]1CC/C(Cn1cc(CNC(=O)Cc3cn(C(=O)c4ccc(Cl)cc4)c4ccc(OC)cc34)nn1)=C\CC[C@@]1(C)O[C@@H]21	-53.4*
COc1ccc2[nH]c(=O)c(CSc3ccc(Nc4nccc(-c5ccc6c(c5)OCO6)n4)cc3)cc2c1	88.0
C=CC[PH+](c1ccccc1)c1ccccc1.C=CC[PH+](c1ccccc1)c1ccccc1.[Pt+2].[S-]c1nc2ccccc2[nH]1.[S-]c1nc2ccccc2[nH]1	-20.8*
CC(=O)OC1CCC2C3CCC4CC(=O)C(F)CC4(C)C3CCC12C (stereo unspecified)	98.3
COC(=O)c1ccc2c(c1)C(=O)N(c1ccccc1)C2=O	93.9
CCOC(=O)c1sc2ncnc(Nc3ccc(OCc4cccc(F)c4)cc3)c2c1C	97.3
CSc1nc(-c2cccs2)c2c(N)nn(S(=O)(=O)c3ccc(C)cc3)c2n1	91.4
CCN(CC)S(=O)(=O)c1ccc(C)cc1	104.3
CC1CC(NCCO)CC(C)(C)C1 (stereo unspecified)	76.4
CC(C)c1ccc(/C=N\NC(=O)N/N=C/c2ccc(C(C)C)cc2)cc1	108.4
Cn1c(=O)c(C#N)c(-c2ccccc2)n2c(=S)[nH]nc12	99.1
COc1cccc(-c2cn3nc(-c4cn(C)c5ccc(Br)cc45)sc3n2)c1	98.3
Cc1ccc2cccc(CC(=O)NN)c2c1	94.4
N#CC1(c2ccc(NC(=O)c3cccnc3NCc3ccncc3)cc2)CCCC1	63.2
NC1=C(O)C(=O)C(c2ccc(C3OC(N)=C(O)C3=O)cc2)O1 (stereo unspecified)	96.1
CNC(=O)c1[nH]cc(-c2ccccc2)c1-c1cc(OC)c(OC)c(OC)c1	92.2
[N-]=[N+]=NC1=NS(=O)(=O)c2ccccc21	108.3
CCc1cc(-c2cc(CC)on2)no1	104.0
N#Cc1nn(-c2ccccc2)nc1N1CCCCC1	98.4
CCCCC(=O)OCc1cc(=O)c(O)co1	98.2
NC(=O)CI	104.8
CCCCCCCCN(CCCCCCCC)C(=O)C(C)O (stereo unspecified)	97.4&104.7
Oc1ccccc1/C=N/N=C\c1ccccc1Cl	30.9
OCC1OC(c2ccccc2)OC2COC(c3ccccc3)OC12 (stereo unspecified)	111.0
CCN1C(=O)[C@@H]2[C@H](C1=O)[C@@H]1c3ccccc3C=NN1[C@H]2C(N)=O	107.9
C=CCOC(=O)C1=C(C)NC2=C(C(=O)CCC2)C1c1ccc(F)cc1 (stereo unspecified)	87.8
C[C@]12C=CC(=O)C[C@@H]1CC[C@@H]1[C@@H]2CC[C@]2(C)[C@@H](O)[C@@H](O)C[C@@H]12	107.1
CCOC(=O)C1=C(N)Oc2c(sc3c(F)cccc23)C1c1ccc(Cl)cc1 (stereo unspecified)	88.1
COc1ccc2occ(C3=C(c4cn(C)c5ccccc45)C(=O)N(O)C3=O)c2c1	95.7
Cc1ccc(C)c(CCCCS(=O)(=O)O)c1	71.9
C[N+](C)(C)Cc1ccccc1 (tested in a mixture with another compound)	100.5
Cc1cc(C)c(C(=O)Cc2ccccc2)c(C)c1	103.8
CCCCCSc1nnc(-c2c(C)nc3ccc(Br)cn23)o1	101.6
NS(=O)(=O)c1ccc(C(=O)N=Nc2c(O)[nH]c3ccc([N+](=O)[O-])cc23)cc1	104.7
C=C(C)[C@@H]1CC[C@]2(C)[C@H](CC=C3[C@@H]4CC(C)(C)CC[C@]4(C(N)=O)CC[C@]32C)[C@@]1(C)CCC#N	16.0
CCSc1ccnc(SCC)n1	95.4
O=C(CNC(=O)c1cccc2ccccc12)Nc1ccccc1Oc1ccccc1	7.1*
NS(=O)(=O)c1ccc(NN=Nc2ccc(S(=O)(=O)O)cc2)cc1	98.9
Cc1ccccc1N1C(c2ccccc2)=NNC12C=CC(=O)C=C2Cl (stereo unspecified)	82.4
CS(=O)(=O)Nc1cc(-c2cc3ncc(C#N)c(Nc4ccc(Oc5ccccc5)c(Cl)c4)c3s2)cnc1Cl	64.6
Nc1ncc(CO)c(N)n1	96.5
CCOC(=O)c1c(NC(=O)c2ccc(C(F)(F)F)cc2)sc2c(CN3CCN(C)CC3)c(O)ccc12	-36.8*
Brc1ccc(-c2cc(-c3cccs3)cc(-c3ccccc3)n2)cc1	106.4

Another view of some results above.
COc1ccc2occ(C3=C(c4cn(C)c5ccccc45)C(=O)N(O)C3=O)c2c1
- HL-60(TB) = 95.7
CCSc1ccnc(SCC)n1
- HL-60(TB) = 95.4

Gathered by group: those above with an aryl thioether with sulfur outside any ring (4)
SMILES	HL-60(TB)
COc1ccc2[nH]c(=O)c(CSc3ccc(Nc4nccc(-c5ccc6c(c5)OCO6)n4)cc3)cc2c1	88.0
CSc1nc(-c2cccs2)c2c(N)nn(S(=O)(=O)c3ccc(C)cc3)c2n1	91.4
CCCCCSc1nnc(-c2c(C)nc3ccc(Br)cn23)o1	101.6
CCSc1ccnc(SCC)n1	95.4

Continued:
SMILES	HL-60(TB)
Cc1cc(C)n(C(=O)CSc2nc3sc(C(N)=O)c(C)c3c(=O)n2Cc2ccccc2)n1	106.9
CC(C)C1=CC2=C(C=O)C[C@@H]3[C@](C)(CCC[C@@]3(C)C(=O)OCC#CCN3CCCC3)[C@H]2CC1	54.5
Cc1ccc(CCC2CCCC2C2CC2)cc1C (stereo unspecified)	106.9
Clc1cccnc1Cl	92.9
Oc1nc(Nc2nccs2)sc1/C=c1\ccc2c(c1)N=CC=2	45.0
Cc1ccc(-c2nc(-c3c[nH]c4ncccc34)cs2)cc1	113.0[100 µM]
COc1cccc(-c2nc3sccn3c2-c2ccnc(NCCNS(=O)(=O)c3cccc4ccccc34)c2)c1	43.9
O=C(O)C1=NN(c2ccc(S(=O)(=O)O)cc2)C(=O)C1	114.5
CCCCCN(CCCCC)CCCCCCCCN1CCCc2ccccc21	-14.2*
Brc1ccc2c3c(cccc13)CC2	106.9
O=C(O)CCCCn1c(-c2ccc(Cl)cc2)nc(-c2ccccc2)c1-c1ccccc1	95.5
CCN(CC)C(=O)c1cccc(OC)c1OC	88.2
O=C1C(=O)c2ccccc2C(O)=C1C(C1=C(O)c2ccccc2C(=O)C1=O)c1ccccc1O	90.3
CC1CCCCN1CCCNC(=O)c1ccc2c(c1)sc1nc(-c3ccc(F)cc3)cn12 (stereo unspecified)	74.1
Clc1ccc(-c2nc(-c3ccc(Cl)cc3)nc(N3CC3)n2)cc1	100.9
COc1ccc(-c2cn(-c3ccc(Cl)cc3)c(SCC(=O)c3ccc(F)cc3)n2)cc1	89.1
Cc1nc(Cl)c(C)c(Cl)n1	103.5
OC/C=C/c1ccccc1	105.2
CC(=O)Nc1nc(C)c(-c2csc(Nc3ccccc3)n2)s1	33.6
Nc1cc2[nH]c(=O)c3ccccc3c2cc1[N+](=O)[O-]	92.0
CC(C)(C)NCc1cc(O)c(CNC(C)(C)C)cc1O	99.9
O=C(Nc1ccc(N2CCOCC2)cc1)c1cncnc1Nc1ccc2c(ccn2Cc2cccc(F)c2)c1	91.8
CC(=O)c1sc(Nc2cccnc2)nc1C	97.8
CC1(C)N=C(N)N=C(N)N1c1cccc(CCCCc2cccc(S(=O)(=O)F)c2)c1	37.1
CCOC(=O)c1ccc([N+](=O)[O-])o1	104.1
O=c1nc2s/c(=C\C=C\c3ccccc3)c(=O)n2c2nc(-c3ccccc3)c(-c3ccccc3)nc12	104.1
C#C[C@]1(O)CC[C@H]2[C@@H]3CC=C4c5nc(Nc6ccccn6)sc5CC[C@]4(C)[C@H]3CC[C@@]21C	10.6
O=C(OCc1ccc2c(c1)OCO2)c1ccc(Cl)cc1	89.5
Nc1nc(Cl)c(Cl)nc1N	91.4
COc1ccc(/C=C2\CN(C(=O)C(Cl)Cl)C/C(=C\c3ccc(OC)cc3)C2=O)cc1	-11.9*
CC(C)NC(=O)c1cc(NCc2cc(O)ccc2O)ccc1O	56.6
CC[N+](C)(CC)CCC(C(N)=O)(c1ccccc1)c1ccccc1	102.2
CC(C)N1CCC(=O)NC1=O	123.6
Cc1ccccc1NC(=O)CCl	99.7
CC1(CI)COC(Cc2ccccc2)(Cc2ccccc2)OC1	102.8
O=C(c1ccc(Cl)cc1)C(Nc1ccccc1)c1ccc(Cl)cc1 (stereo unspecified)	94.6
O=P(Cc1ccccc1)(Cc1ccccc1)c1ccccc1	96.9&85.6
COc1cc(-c2nc(-c3ccccc3)[nH]c2-c2ccnc(NCCCNS(=O)(=O)c3ccc(C(F)(F)F)cc3)n2)ccc1F	89.0
C=C(c1ncc(C(=O)O)cn1)c1cc2c(cc1C)C(C)(C)CCC2(C)C	92.3
O=c1cc(S)nc[nH]1	90.0
N#Cc1ccc(NC(=O)NCCCl)cc1	96.7
COc1ccc(OC)c(-c2cc(-c3ccc(Cl)cc3)c3c(N)c(C(=O)c4ccc(Cl)cc4)sc3n2)c1	110.2
CN(C)CCN1CCN(c2ncccc2C2Oc3ccccc3-n3cccc32)CC1 (stereo unspecified)	98.1
N=c1scc(-c2ccccc2)n1CC(=O)N1CCOCC1	118.2
CC(=O)Nc1cccc(Nc2cc(NC(C)=O)ccc2C(=O)NCc2ccc3c(c2)OCO3)c1	72.9
CSCC(C)C(N)C(=O)O (stereo unspecified)	99.0
COc1ccc(C(=O)c2cccs2)cc1	106.5
CCc1c(C)c2cc3c(c(C)c2oc1=O)OCC(c1ccc(Br)cc1)=N3	93.4
CC(=O)Nc1nonc1-c1nc2ccccc2n1CC#N	96.5
CCn1nnn(Cc2ccccc2)c1=N	105.8
N#Cc1c(-c2cccs2)cc(-c2ccncc2)[nH]c1=O	99.2
O=[N+]([O-])c1ccccc1-c1ccccc1	94.8
COC(=O)C(CCc1ccc([N+](=O)[O-])cc1)(CCc1ccc([N+](=O)[O-])cc1)C(=O)OC	99.8
CCCCNC(C)Cc1ccc(O)c(O)c1 (stereo unspecified)	69.5
CCOc1ccc(/C(O)=C2\C(=O)C(=O)N(c3nnc(C)s3)C2c2ccccc2F)cc1 (stereo unspecified)	104.8
CCOP(=O)(OCC)OCC	119.2
O=C(CN1C=NC2C(N3CCOCC3)=NC=NC21)c1ccc(Cl)cc1 (stereo unspecified)	95.4
O=c1c(Nc2ccccc2)nnc2n(Cc3ccccc3)c3ccccc3n12	105.5
O=C1c2ccccc2C(=O)N1Cc1ccc(Cl)cc1[N+](=O)[O-]	61.4
CCCCCC(=O)c1cc(O)c(O)c(O)c1	85.5
Next results.
SMILES	HL-60(TB)
CCNC(=O)Oc1ccc(/C(=C(/C)c2ccc(OC)cc2)c2ccc(OCCN3CCCC3)cc2)cc1	61.1
O=C(Cn1ccc(Nc2ccccc2)cc1=O)Nc1ccccc1	101.4
Cc1cc(C)c(S(=O)(=O)c2ccc(F)cc2)c(C)c1	81.5
CCOC(=O)/C=C1\SC(=Nc2ccc(C#N)cc2)N(CCN2C(=O)/C(=C/C(=O)OCC)SC2=Nc2ccc(C#N)cc2)C1=O	55.5
COc1ccc(N=Nc2c(N)nn3c(-c4ccc(OC)c(OC)c4)ccnc23)cc1	92.0
O=C(CCN1CCC2CCC(C2)C1)c1ccc(C(F)(F)F)cc1 (stereo unspecified)	90.0
Cc1cc(=O)n(Nc2ccccc2)c(O)c1C#N	90.3
COc1ccc2[nH]c(O)c(/C=c3/ccc4c(c3)N=C(c3ccc(F)cc3)N=4)c2c1	99.9
c1cncc(-c2nc(N3CCOCC3)c3c4c(sc3n2)CCCCC4)c1	80.6
Nc1cccc(-c2nc3sccn3c2-c2ccnc(NCCNS(=O)(=O)c3cccc4ccccc34)n2)c1	112.5
CC1=C(C)C(=O)C(Nc2ccc(C)cc2)=C(Cl)C1=O	73.2
CCOC(=O)C1CCCN(Cc2nc3sc4c(c3c(=O)[nH]2)CCC(C)C4)C1 (stereo unspecified)	38.7
N#CCCc1ccc(O)cc1	95.6
CC(=N\OCCC#N)/C(C)=N/OCCC#N	110.4
C#CCN1CCC[C@H]1C(=O)NCC(=O)OC	93.9
Cc1ccc(C(=O)O)cc1[N+](=O)[O-]	123.4
Cc1ccc(-c2cc(C(=O)N3N=C(c4ccc(Cl)cc4)CC3c3cc(-c4ccccc4)nn3-c3ccccc3)c3ccccc3n2)cc1 (stereo unspecified)	84.7
COc1cc2nc(CNc3ccc(C)cc3)[nH]c(=O)c2cc1OC	62.3

Structures from the list above with bromine (5):
SMILES	HL-60(TB)
COc1cccc(-c2cn3nc(-c4cn(C)c5ccc(Br)cc45)sc3n2)c1	98.3
CCCCCSc1nnc(-c2c(C)nc3ccc(Br)cn23)o1	101.6
Brc1ccc(-c2cc(-c3cccs3)cc(-c3ccccc3)n2)cc1	106.4
Brc1ccc2c3c(cccc13)CC2	106.9
CCc1c(C)c2cc3c(c(C)c2oc1=O)OCC(c1ccc(Br)cc1)=N3	93.4
